TbMetRS inhib: Trypanosoma brucei MetRS inhibition; 360,000 tested, 0.4% active; purified T. brucei MetRS, ATP depletion, Kinase-Glo luminescence; AID 624268; inhibition, % at 11.9 µM;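 active = inhibition above a per-plate cutoff of the control wells' mean inhibition plus 3 SD, cut at about 5.5% in these data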;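 note: 0% = DMSO wells median and 100% = median of wells with control inhibitor compound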
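System: purified T. brucei MetRS enzyme / Detection: Kinase-Glo luciferase luminescence reporting remaining unconsumed ATP / Medium: HEPES buffer with MgCl2, KCl, DTT, spermine, BSA, pyrophosphatase / Replication: singlicate, one well per compound / Evaluation: percent inhibition relative to median high and low control wells / Schedule: 2 h aminoacylation at 25 °C after 15 min preincubation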
DNMT1 inh: inhibitors of human DNMT1; DNMT1 molecular beacon, Hinp1I cleavage, fluorescence; AID 588458; 360,000 tested, 0.83% active; inhibition (reported as % activation of signal), % at 10 µM; in the data active = inhibition above about 50%
NadD inh: NadD (S. aureus) enzyme inhibition. purified NadD enzyme, colorimetric absorbance read-out. inhibition, % at 20 µM. 360,000 tested, 0.78% active; in the data active = inhibition above about 26%; note: some compounds past the cut are filed as inactive
CSN inh: blocks human CSN-mediated cullin deneddylation; Q92905; Purified CSN, SCF-Nedd8-OG deneddylation, fluorescence polarization; inhibition, % at 12.5 µM; 360,000 tested, 0.38% active;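 active = pattern-corrected inhibition above about 35%, with an unprinted fluorescence ratio check between 0.5 and 1.5, limit read from the data, passing the limit was not always enough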;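 note: 0% = enzyme with substrate and 100% = substrate without enzyme; some results filed as inactive read as strong as hits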
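Assay system: purified human Csn5 enzyme expressed in HEK293T cells; measure: % inhibition; also added: SCFSkp2-Nedd8OG substrate at 10 nM final; technique: fluorescence polarization; times: reaction 90 min, room temperature; medium: Tris buffer pH 7.5, NaCl, DTT, Tween-20, trehalose, ovalbumin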
LMPTP block: LMPTP (human) inhibition; P24666; recombinant LMPTP-A, OMFP fluorogenic substrate, fluorescence intensity; inhibition, % at 20 µM; 360,000 tested, 0.22% active;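 active = compounds that cut the enzyme signal by at least half of the control window in the single-dose screen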;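 note: plate controls were DMSO wells with enzyme plus substrate for no effect and substrate without enzyme for full effect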
Target sequence (P24666 whole entry, looked up): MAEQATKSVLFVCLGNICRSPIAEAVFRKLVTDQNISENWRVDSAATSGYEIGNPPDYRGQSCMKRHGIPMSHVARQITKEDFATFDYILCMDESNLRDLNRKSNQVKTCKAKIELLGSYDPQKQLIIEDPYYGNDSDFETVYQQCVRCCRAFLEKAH
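Assay system: LMPTP-A enzyme. Input: 0.625 nM LMPTP-A final. Probe or stimulus: 400 µM OMFP. Compound dosing: single 20 µM dose. Schedule: 50 min dark incubation at room temperature. Detection: fluorescence intensity of OMFP turnover product. Read-out: percent inhibition versus substrate-only and uninhibited controls. Benchmarks: no-enzyme low control, uninhibited high control.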
STEP inh: inhibitors of human striatal-enriched phosphatase STEP; inhibition, % at 20 µM; recombinant STEP, OMFP fluorogenic substrate, fluorescence; P54829; 360,000 tested, 0.25% active;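 active = inhibition at 20 µM, scaled per plate between control wells, above about 37%, limit read from the data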;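 note: 0% = DMSO with enzyme and substrate and 100% = substrate only without enzyme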
Target sequence (P54829 whole entry, looked up): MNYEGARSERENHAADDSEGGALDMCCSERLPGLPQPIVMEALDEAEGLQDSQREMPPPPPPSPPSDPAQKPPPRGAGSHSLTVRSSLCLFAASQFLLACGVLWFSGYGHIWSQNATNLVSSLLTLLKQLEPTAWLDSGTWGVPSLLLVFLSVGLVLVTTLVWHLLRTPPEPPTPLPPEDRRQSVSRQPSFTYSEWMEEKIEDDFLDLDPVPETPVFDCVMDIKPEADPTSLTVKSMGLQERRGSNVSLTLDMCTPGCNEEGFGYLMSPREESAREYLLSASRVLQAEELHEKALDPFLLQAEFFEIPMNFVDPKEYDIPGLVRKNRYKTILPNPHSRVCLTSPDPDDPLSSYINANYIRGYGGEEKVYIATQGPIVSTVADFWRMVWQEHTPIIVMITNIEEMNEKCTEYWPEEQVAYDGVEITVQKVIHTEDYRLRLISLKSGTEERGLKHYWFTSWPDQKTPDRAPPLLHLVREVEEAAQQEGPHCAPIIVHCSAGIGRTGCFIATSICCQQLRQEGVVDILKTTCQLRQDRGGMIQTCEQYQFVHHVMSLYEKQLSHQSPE
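System: isolated STEP enzyme; schedule: 20 min enzyme reaction at room temperature, protected from light; medium: Bis-Tris buffer pH 6.0, 2.5 mM DTT, 0.005% Tween 20; signal: fluorescence, 480/540 nm; dosing: single compound dose of 20 µM, 1% DMSO final; also added: OMFP substrate, 25 µM final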
Rpn11 block: inhibitors of human proteasome Rpn11; 360,000 tested, 0.59% active; O00487; human 26S proteasome, Ub4-pepOG fluorescence polarization; 20S core pre-blocked with epoxomicin; calls only at 20 µM;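 active = inhibition at 20 µM, scaled to each plate's controls, above about 33%, limit read from the data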
MLLE-PAM2 inh: inhibitors of microRNA-mediated deadenylation, human PABP1 MLLE binding | P11940 | GST-MLLE / FITC-PAM2 fluorescence polarization | inhibition, % at 20 µM | 360,000 tested, 0.36% active; in the data active = inhibition above about 35%, passing the limit was not always enough;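 note: plate controls were DMSO wells with GST-MLLE for no effect and wells lacking GST-MLLE protein for full effect; some results filed as inactive read as strong as hits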
SUMO1 PPI mod: modulators of human SUMO1-mediated protein-protein interactions; P63165; SUMO1 binding to a labelled peptide, TR-FRET, 1 h; inhibition, % at 20 µM; 360,000 tested, 0.33% active; in the data active = inhibition above about 37%
Target sequence (P63165 whole entry, looked up): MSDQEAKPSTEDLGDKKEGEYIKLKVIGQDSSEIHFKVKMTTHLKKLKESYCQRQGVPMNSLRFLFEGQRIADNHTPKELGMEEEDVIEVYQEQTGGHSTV
Scp-1 inhibitor: blocks human Scp-1 phosphatase activity; Recombinant Scp1, phosphopeptide, malachite green phosphate absorbance; inhibition, % at 20 µM; 340,000 tested, 0.88% active; AID 493091;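 active = inhibition above about 50% at 20 µM, limit read from the data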;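 note: plate controls were DMSO wells with enzyme for no effect and wells lacking enzyme for full effect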
Target sequence (Q9GZU7 76-261 limits assumed): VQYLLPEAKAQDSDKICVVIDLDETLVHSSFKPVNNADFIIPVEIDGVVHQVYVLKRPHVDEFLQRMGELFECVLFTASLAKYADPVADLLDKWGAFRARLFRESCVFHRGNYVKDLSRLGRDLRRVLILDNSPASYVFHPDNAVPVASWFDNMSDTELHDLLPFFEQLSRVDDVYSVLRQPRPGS
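Incubation: 45 min enzyme reaction at room temperature / System: truncated SCP-1 phosphatase (76-261aa) / Reagent: Phospho 17-mer peptide substrate / Buffer or medium: Acidic Tris acetate buffer with magnesium and detergent / Signal: absorbance at 630 nm / Doses: one concentration, 20 µM, with 1.0% DMSO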
* marks the source's active call; other numbers are inactive results. Random draw from the library; about 3.6% have a hit in one of these screens.

What do the screens show for `COc1ccc(S(=O)(=O)N2CCN(CC(O)CN3CCOCC3)CC2)cc1` (stereo not drawn)?
TbMetRS inhib: -0.5; DNMT1 inh: 0; NadD inh: 1; CSN inh: 0; LMPTP block: -0.3; STEP inh: -2; Rpn11 block: inactive; MLLE-PAM2 inh: 4; SUMO1 PPI mod: 2; Scp-1 inhibitor: -16

Results for CN(c1ccccc1C(=O)N1CCOCC1)S(C)(=O)=O ?
TbMetRS inhib: -1.3; DNMT1 inh: 3; NadD inh: 6; CSN inh: -2; LMPTP block: -2.9; STEP inh: -3; Rpn11 block: inactive; MLLE-PAM2 inh: 1; SUMO1 PPI mod: 0; Scp-1 inhibitor: -11

What do the screens show for `COc1ccc(S(=O)(=O)Nc2ccc3c(c2)C(=O)N([C@H](C)CO)C[C@H](C)[C@@H](CN(C)C(=O)Nc2c(C)noc2C)O3)cc1`?
TbMetRS inhib: -0.4; DNMT1 inh: 2; NadD inh: 3; CSN inh: -4; LMPTP block: -2.0; STEP inh: 2; Rpn11 block: inactive; MLLE-PAM2 inh: 5; SUMO1 PPI mod: 1; Scp-1 inhibitor: -3

Results for Cc1ccc(S(=O)(=O)NCCC(=O)O)cc1 ?
TbMetRS inhib: -1.1; DNMT1 inh: 2; NadD inh: -5; CSN inh: -2; LMPTP block: 0.0; STEP inh: 0; Rpn11 block: inactive; MLLE-PAM2 inh: 7; SUMO1 PPI mod: 2; Scp-1 inhibitor: -1

How did COc1ccc(C(CNS(=O)(=O)c2ccc(NC(C)=O)c(OC)c2)N2CCCC2)cc1 (stereo not drawn) do in these assays?
TbMetRS inhib: -0.3; DNMT1 inh: 0; NadD inh: 1; CSN inh: 1; LMPTP block: -1.3; STEP inh: -4; Rpn11 block: inactive; MLLE-PAM2 inh: -17; SUMO1 PPI mod: -2; Scp-1 inhibitor: -5

Results for O=C(O)c1nnn(-c2cccc(C(F)(F)F)c2)c1-c1ccccc1 ?
TbMetRS inhib: 0.4; DNMT1 inh: -3; NadD inh: 0; CSN inh: -2; LMPTP block: -1.7; STEP inh: 1; Rpn11 block: inactive; MLLE-PAM2 inh: 5; SUMO1 PPI mod: 1; Scp-1 inhibitor: -19

How did CCOc1ccc(C(C)=O)cc1N1C(=O)C2C3C=CC(C3)C2C1=O (stereo not drawn) do in these assays?
TbMetRS inhib: -0.1; DNMT1 inh: 70*; NadD inh: -2; CSN inh: -1; LMPTP block: -0.5; STEP inh: 4; Rpn11 block: inactive; MLLE-PAM2 inh: 8; SUMO1 PPI mod: 2; Scp-1 inhibitor: 56*

Results for COc1ccccc1Cn1c(C)nc2ccccc21 ?
TbMetRS inhib: -0.7; DNMT1 inh: -4; NadD inh: 4; CSN inh: -3; LMPTP block: 1.7; STEP inh: -4; Rpn11 block: inactive; MLLE-PAM2 inh: 0; SUMO1 PPI mod: -1; Scp-1 inhibitor: -9

What do the screens show for `CCOc1ccc2oc(-c3ccccc3)c(C(=O)N(C)C)c2c1`?
TbMetRS inhib: -1.1; DNMT1 inh: 0; NadD inh: 3; CSN inh: 1; LMPTP block: -1.8; STEP inh: 0; Rpn11 block: inactive; MLLE-PAM2 inh: 5; SUMO1 PPI mod: -2; Scp-1 inhibitor: 0

Results for CSc1nc(Oc2ccc(C)cc2)cc(C(F)(F)F)n1 ?
TbMetRS inhib: -1.9; DNMT1 inh: 1; NadD inh: -1; CSN inh: 2; LMPTP block: -0.9; STEP inh: 4; Rpn11 block: inactive; MLLE-PAM2 inh: -1; SUMO1 PPI mod: 4; Scp-1 inhibitor: -5

How did N#Cc1c(N)nc2c(c1-c1ccccc1)CCCC2 do in these assays?
TbMetRS inhib: -0.4; DNMT1 inh: -3; NadD inh: 2; CSN inh: 5; LMPTP block: 0.3; STEP inh: 2; Rpn11 block: inactive; MLLE-PAM2 inh: 5; SUMO1 PPI mod: -1; Scp-1 inhibitor: -8

Results for CS(=O)(=O)c1ccc2nc(NC(=O)c3ccc(=O)[nH]c3)sc2c1 ?
TbMetRS inhib: -1.3; DNMT1 inh: -2; NadD inh: 2; CSN inh: 1; LMPTP block: 1.8; STEP inh: 3; Rpn11 block: inactive; MLLE-PAM2 inh: -20; SUMO1 PPI mod: 2; Scp-1 inhibitor: 16

What do the screens show for `COc1ccccc1NC(=O)N1CCCC1C(=O)NCc1ccccc1F` (stereo not drawn)?
TbMetRS inhib: -0.8; DNMT1 inh: 4; NadD inh: -2; CSN inh: 1; LMPTP block: -0.9; STEP inh: 1; Rpn11 block: inactive; MLLE-PAM2 inh: -2; SUMO1 PPI mod: 1; Scp-1 inhibitor: -1

How did Cc1cc(S(=O)(=O)NC[C@H]2O[C@@H](n3cnc4c(N)ncnc43)[C@H](O)[C@@H]2O)c(C)s1 do in these assays?
TbMetRS inhib: -2.8; DNMT1 inh: 5; NadD inh: 1; CSN inh: 1; LMPTP block: -0.9; STEP inh: 1; Rpn11 block: inactive; MLLE-PAM2 inh: 0; SUMO1 PPI mod: -3; Scp-1 inhibitor: 7

How did Cc1ccc(CCN2C(=O)c3ccccc3C2C(=O)NCc2cccnc2)cc1 (stereo not drawn) do in these assays?
TbMetRS inhib: -0.4; DNMT1 inh: 0; NadD inh: -3; CSN inh: -4; LMPTP block: -3.4; STEP inh: 2; Rpn11 block: inactive; MLLE-PAM2 inh: 7; SUMO1 PPI mod: -1; Scp-1 inhibitor: -4

Results for CCOc1ccc(-n2c(SCC(=O)Nc3cc(C(=O)O)ccc3Cl)nc3ccccc3c2=O)cc1 ?
TbMetRS inhib: -0.3; DNMT1 inh: -2; NadD inh: 5; CSN inh: 0; LMPTP block: -0.7; STEP inh: 2; Rpn11 block: inactive; MLLE-PAM2 inh: -28; SUMO1 PPI mod: 19; Scp-1 inhibitor: 8

How did O=C(Cc1ccc(-n2c(=S)[nH]c3ccccc3c2=O)cc1)N1CCN(c2ccccc2)CC1 do in these assays?
TbMetRS inhib: -0.7; DNMT1 inh: -3; NadD inh: 13; CSN inh: 3; LMPTP block: 0.8; STEP inh: 1; Rpn11 block: inactive; MLLE-PAM2 inh: 6; SUMO1 PPI mod: 2; Scp-1 inhibitor: -8

How did CCc1cc2cc(C(=O)Nc3ccc(C)cc3)sc2s1 do in these assays?
TbMetRS inhib: -0.2; DNMT1 inh: 0; NadD inh: 0; CSN inh: -1; LMPTP block: -1.6; STEP inh: 4; Rpn11 block: inactive; MLLE-PAM2 inh: 6; SUMO1 PPI mod: 6; Scp-1 inhibitor: -1

What do the screens show for `Nc1ccc2oc(-c3cccc(Br)c3)nc2c1`?
TbMetRS inhib: 0.4; DNMT1 inh: -8; NadD inh: -3; CSN inh: 3; LMPTP block: 0.3; STEP inh: 0; Rpn11 block: inactive; MLLE-PAM2 inh: -9; SUMO1 PPI mod: -4; Scp-1 inhibitor: -3

How did Cc1ccsc1/C=N/NC(=O)CNC(=O)c1ccco1 do in these assays?
TbMetRS inhib: -0.1; DNMT1 inh: 0; NadD inh: 1; CSN inh: 2; LMPTP block: 0.8; STEP inh: 2; Rpn11 block: inactive; MLLE-PAM2 inh: 3; SUMO1 PPI mod: -8; Scp-1 inhibitor: 1

2 entries drawn at random from the list so far:
Results for CN(c1ccccc1C(=O)N1CCOCC1)S(C)(=O)=O ?
TbMetRS inhib: -1.3; DNMT1 inh: 3; NadD inh: 6; CSN inh: -2; LMPTP block: -2.9; STEP inh: -3; Rpn11 block: inactive; MLLE-PAM2 inh: 1; SUMO1 PPI mod: 0; Scp-1 inhibitor: -11

How did COc1ccc(C(CNS(=O)(=O)c2ccc(NC(C)=O)c(OC)c2)N2CCCC2)cc1 (stereo not drawn) do in these assays?
TbMetRS inhib: -0.3; DNMT1 inh: 0; NadD inh: 1; CSN inh: 1; LMPTP block: -1.3; STEP inh: -4; Rpn11 block: inactive; MLLE-PAM2 inh: -17; SUMO1 PPI mod: -2; Scp-1 inhibitor: -5

Additional structures
Results for Cc1ccc(-c2nc3c4ccccc4ccn3c2Cc2ccccc2C(F)(F)F)cc1 ?
TbMetRS inhib: -0.8; NadD inh: 31*; CSN inh: 1; LMPTP block: 2.0; SUMO1 PPI mod: 5

What do the screens show for `COc1ccc([C@H]2/C=C\CN(C(=O)C3CC3)[C@@H](C)C(=O)N2Cc2ccc(F)cc2)cc1`?
TbMetRS inhib: -0.5; DNMT1 inh: -6; NadD inh: -3; CSN inh: 0; LMPTP block: -2.8; STEP inh: 0; Rpn11 block: inactive; MLLE-PAM2 inh: -1; SUMO1 PPI mod: -1; Scp-1 inhibitor: 3

What do the screens show for `CCN(CC)C(=O)CSCC(=O)Nc1ccccc1`?
TbMetRS inhib: 0.1; DNMT1 inh: 0; NadD inh: 7; CSN inh: 0; LMPTP block: -0.6; STEP inh: -2; Rpn11 block: inactive; MLLE-PAM2 inh: 3; SUMO1 PPI mod: -3; Scp-1 inhibitor: -1

What do the screens show for `CCOc1ccc(C(=O)N2CCN(S(=O)(=O)c3cccs3)CC2)c(OCC)c1`?
TbMetRS inhib: -0.3; DNMT1 inh: -3; NadD inh: -4; CSN inh: -4; LMPTP block: -0.4; STEP inh: -2; Rpn11 block: inactive; MLLE-PAM2 inh: 11; SUMO1 PPI mod: 1; Scp-1 inhibitor: -5

What do the screens show for `Cc1nn(C)cc1CN(C)C(=O)c1nn2c(c1Cl)NC(c1cccs1)CC2C(F)(F)F` (stereo not drawn)?
TbMetRS inhib: -1.5; DNMT1 inh: 7; NadD inh: 1; CSN inh: 3; LMPTP block: -1.9; STEP inh: 0; Rpn11 block: inactive; MLLE-PAM2 inh: -8; SUMO1 PPI mod: 1; Scp-1 inhibitor: 6

Results for CCc1cc(-c2[nH]ncc2-c2ccc(OC)cc2)c(O)cc1O ?
TbMetRS inhib: -0.8; DNMT1 inh: -6; NadD inh: -4; CSN inh: -4; LMPTP block: -3.1; STEP inh: -4; Rpn11 block: inactive; MLLE-PAM2 inh: -6; SUMO1 PPI mod: 0; Scp-1 inhibitor: -15

How did C(=N\Nc1ccccc1)/c1nc2ccccc2s1 do in these assays?
TbMetRS inhib: 0.2; DNMT1 inh: -2; NadD inh: -7; CSN inh: -4; LMPTP block: 4.1; STEP inh: -3; Rpn11 block: inactive; MLLE-PAM2 inh: 1; SUMO1 PPI mod: -5; Scp-1 inhibitor: -11

How did CN(C(=O)CSc1n[nH]c(N)n1)C1CCCCC1 do in these assays?
TbMetRS inhib: -0.2; DNMT1 inh: 2; NadD inh: 0; CSN inh: -5; LMPTP block: 0.0; STEP inh: 1; Rpn11 block: inactive; MLLE-PAM2 inh: 1; SUMO1 PPI mod: 1; Scp-1 inhibitor: 2

Bioassay records from PubChem.
